Bioassay records from PubChem BioAssay.
ADAM10 inh: human ADAM10 inhibitors, primary screen, biochemical, QFRET, HTS; Disintegrin and metalloproteinase domain-containing protein 10 (Homo sapiens), O14672; recombinant ADAM10, EDANS/DABCYL FRET peptide cleavage, 3 h; AID 720582, 2013; actives 0.62% (n = 370,000); inhibition, % at 7 µM;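 active = inhibition above a per-campaign cutoff equal to the mean of compounds falling between control-based bounds plus 3 SD, cut at about 20% in these data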;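 also: 0% = DMSO wells while the 100% control is not disclosed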
PLCb3 inh: human PLC-beta3 inhibitors, primary screen, biochemical, fluorescence | 1-phosphatidylinositol 4,5-bisphosphate phosphodiesterase beta-3 (Homo sapiens), Q01970 | Purified PLC-beta3, fluorogenic substrate | inhibition, % at 12.2 µM | actives 0.18% (n = 370,000); in the data active = inhibition above about 11%;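 also: 0% = median of compound wells on plate and 100% = full blocker control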
DAX1 inh-1: DAX1 (NR0B1) inhibitors, primary screen, cell-based, HEK293, Gal4-DAX1, luciferase luminescence; Nuclear receptor subfamily 0 group B member 1 (Homo sapiens), P51843; HEK293 Gal4-DAX1 luciferase reporter; inhibition, % at 6.75 µM; actives 0.99% (n = 340,000); AID 504766, 2011;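 active = inhibition above the mean over all tested compounds plus 3 SD, cut at about 4.2% in these data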;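 also: 0% = DAX1-transfected cells with DMSO and 100% = empty-vector control cells with DMSO; inhibition shows as a rise in luminescence from relieved DAX1 repression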
Target sequence (P51843 207-470 limits assumed): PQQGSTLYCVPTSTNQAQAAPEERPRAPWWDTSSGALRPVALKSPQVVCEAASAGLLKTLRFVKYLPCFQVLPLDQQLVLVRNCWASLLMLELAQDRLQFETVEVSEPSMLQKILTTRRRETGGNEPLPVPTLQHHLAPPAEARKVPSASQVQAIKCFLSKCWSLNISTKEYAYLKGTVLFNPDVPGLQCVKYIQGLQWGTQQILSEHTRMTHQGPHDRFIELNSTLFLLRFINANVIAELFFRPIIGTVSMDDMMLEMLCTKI
ssDAF12 agonist: S. stercoralis DAF-12 nuclear receptor activators, primary screen, cell-based, luminescence, HEK293, GRIP1 co-expression, lit1-tk-luc | Nuclear hormone receptor DAF-12 (Strongyloides stercoralis) | HEK293 ssDAF-12/GRIP1 lit1-tk-luc reporter; % of 3 µM dafachronic acid response | activation, % at 6.8 µM | actives 1% (n = 370,000) | AID 652126, 2013;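 active = activation above the mean over all tested compounds plus 3 SD, cut at about 0.9% in these data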;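 also: 0% = DMSO-only wells and 100% = 3 µM delta7-dafachronic acid wells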
hcDAF-12 act: H. contortus DAF-12 nuclear receptor activators, primary screen, cell-based, luminescence, HEK293, lit1-tk-luc reporter; HEK293 hcDAF-12 lit1-tk-luc reporter; 0% DMSO, 100% Δ7-dafachronic acid; activation, % at 6.8 µM; actives 1.4% (n = 370,000); AID 652067, 2013;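 active = activation above the mean of all tested compounds plus 3 SD, cut at about 5.5% in these data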;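 also: 100% = response to 3 µM Δ7-dafachronic acid high control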
ADAM17 inh: ADAM17 inhibitors, primary screen, biochemical, QFRET; Disintegrin and metalloproteinase domain-containing protein 17 (Homo sapiens), P78536; recombinant ADAM17, EDANS/DABCYL FRET peptide cleavage; inhibition, % at 6.95 µM; actives 0.83% (n = 370,000); AID 720648, 2013;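 active = inhibition above the mean of compounds lying between control limits plus 3 SD, set per campaign, cut at about 8.5% in these data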;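 also: 0% = DMSO-only wells as the low control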
Target sequence (P78536 215-824 limits assumed): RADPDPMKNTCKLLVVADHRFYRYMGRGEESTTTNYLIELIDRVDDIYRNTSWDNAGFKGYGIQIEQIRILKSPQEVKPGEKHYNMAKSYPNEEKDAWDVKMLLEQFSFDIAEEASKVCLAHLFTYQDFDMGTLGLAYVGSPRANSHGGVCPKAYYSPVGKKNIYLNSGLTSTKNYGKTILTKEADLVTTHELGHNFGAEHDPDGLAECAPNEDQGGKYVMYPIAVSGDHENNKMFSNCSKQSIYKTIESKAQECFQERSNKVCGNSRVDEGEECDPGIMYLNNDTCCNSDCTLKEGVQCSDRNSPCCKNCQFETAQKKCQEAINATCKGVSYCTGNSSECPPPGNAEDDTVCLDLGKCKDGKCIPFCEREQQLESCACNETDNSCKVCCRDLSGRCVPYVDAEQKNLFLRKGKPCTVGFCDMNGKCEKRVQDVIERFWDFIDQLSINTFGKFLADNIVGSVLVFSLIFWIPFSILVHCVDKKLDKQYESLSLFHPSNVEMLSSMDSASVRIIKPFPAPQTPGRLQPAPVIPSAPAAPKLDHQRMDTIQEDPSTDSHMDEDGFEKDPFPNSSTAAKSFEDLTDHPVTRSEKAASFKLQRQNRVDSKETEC
PLCg1 inh: PLC-gamma1 enzyme inhibitors, primary screen, biochemical, fluorescence, purified enzyme. actives 0.84% (n = 370,000). inhibition, % at 12.2 µM. fluorogenic substrate; in the data active = inhibition above about 9.5%
hgDAF-12 ag: H. glycines DAF-12 receptor agonists, primary screen, cell-based, luminescence, HEK293, GAL4 fusion, UAS-luciferase; Nuclear hormone receptor DAF-12 (Heterodera glycines), GAL4 fusion; HEK293 GAL4-hgDAF12 UAS-luciferase reporter, agonist luminescence; normalized to butyrate control; activation, % at 6.8 µM; actives 1.8% (n = 370,000); AID 687014, 2013;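 active = activation above a cutoff set at the mean of all screened compounds plus 3 SD, cut at about 10% in these data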;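 also: 0% = DMSO wells and 100% = sodium butyrate wells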
sPLA2-III inh: human group III sPLA2 inhibitors, primary screen, biochemical, QFRET, BODIPY PC-A2 liposome substrate | QFRET BODIPY PC-A2 liposome hydrolysis, fluorescence | Group 3 secretory phospholipase A2 (Homo sapiens), Q9NZ20 | actives 0.56% (n = 370,000) | inhibition, % at 12.2 µM;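 active = inhibition above mean plus 3 SD of compounds lying within the high and low control bounds, cut at about 19% in these data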;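 also: 0% = median of test compound wells and 100% = no enzyme DMSO wells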
GAA850 FXN act: FXN promoter activators, primary screen, cell-based, luciferase luminescence, HEK293 lucGAA850. HEK293 lucGAA850 FXN promoter luciferase reporter, 24 h; percent of 10 µM SAHA response. activation, % at 6 µM. actives 0.56% (n = 360,000). AID 540364, 2011;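 active = activation above the average of all compounds screened plus 3 SD, cutoff fixed separately per campaign, cut at about 7.5% in these data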;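 also: 0% = DMSO wells and 100% = 10 µM SAHA wells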
DAX1 inh-2: DAX1 (NR0B1) inhibitors on StAR promoter, primary screen, cell-based, luminescence, SF-1 (NR5A1), full-length DAX-1; HEK293T StAR-luciferase reporter, SF-1/DAX-1 repression relief; inhibition, % at 6.8 µM; actives 1.1% (n = 370,000); AID 652010, 2013;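 active = inhibition above the mean over all tested compounds plus 3 SD, cut at about 3.6% in these data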;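 also: 0% = DAX-1 cells with DMSO and 100% = cells lacking DAX-1 with DMSO; higher inhibition means more luminescence from relief of DAX-1 repression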
Numbers without * were called inactive; nt = not tested or not shown.

SMILES | ADAM10 inh | PLCb3 inh | DAX1 inh-1 | ssDAF12 agonist | hcDAF-12 act | ADAM17 inh | PLCg1 inh | hgDAF-12 ag | sPLA2-III inh | GAA850 FXN act | DAX1 inh-2
COc1ccc(/C=N/Nc2nccnc2Cl)c(OC)c1 | 2 | -9 | 2.4 | 0.3 | 1.6 | 1 | -8 | 21* | 3 | 6.3 | 3.0
C=C(C)CSc1nnc2[nH]c(=O)cc(N)n12 | -2 | 5 | 1.0 | -1.2 | 1.5 | -1 | 8 | 1.1 | -3 | 0.1 | -0.4
COc1cccc(C(=O)NCc2ccc3[nH]c(C)cc3c2)c1 | 2 | -2 | -1.2 | -1.6 | -0.6 | 3 | -2 | -0.1 | -13 | -0.9 | -0.3
CN(C)S(=O)(=O)c1cccc(CSCc2cccc(S(=O)(=O)N(C)C)c2)c1 | 5 | -3 | -3.2 | -2.0 | -4.9 | -5 | 0 | -8.1 | -9 | -2.1 | -1.9
Cc1ccc2c(Cl)cc(Cl)c(OCC(=O)NCCc3ccccn3)c2n1 | -22 | -8 | -0.6 | -1.7 | -1.9 | -7 | -4 | -0.4 | 0 | 2.5 | -0.1
CCCNC(=O)NC(=O)CSc1nnc(C)n1N | -9 | 0 | -1.4 | -0.3 | -0.3 | -3 | -2 | -0.1 | 5 | 0.2 | 1.0
CCCCC(=O)NC(NC(=S)N1CCCCCC1)C(Cl)(Cl)Cl (centres undefined) | 1 | -1 | -1.2 | -1.5 | -3.7 | -1 | 1 | -2.9 | 6 | -0.4 | -0.4
COc1ccccc1C(=O)Nc1c(C)cc(Br)cc1C | 1 | -1 | -1.2 | -2.4 | 0.5 | -4 | -1 | -0.4 | 9 | 0.0 | 0.2
COc1cccc(-c2cc3nc(Nc4ccc(OC)c(OC)c4)n(C)c(=O)c3s2)c1 | -11 | -3 | nt | -1.5 | -0.5 | 3 | 0 | 3.1 | -19 | 2.5 | 0.8
CCCN(CCC)C(=O)C(c1ccccc1)C1(O)CCCCC1 (centres undefined) | -3 | 3 | 1.8 | -1.1 | 0.1 | -6 | -1 | -0.6 | -5 | 0.9 | -0.6
CN(C(=O)COC(=O)c1ccc(CN2CCCC2=O)cc1)c1ccccc1 | -5 | -5 | -0.5 | -0.6 | 0.7 | -1 | 1 | 2.2 | 2 | -2.2 | -0.3
O=C(CSc1nccc(=O)[nH]1)NCc1ccco1 | 5 | -4 | 4.0 | 0.4 | -1.0 | -2 | 0 | -0.3 | 3 | 0.1 | -0.1
O=Cc1c(-c2ccccc2)nc2ccccn12 | 4 | 5 | 0.6 | -0.7 | -0.3 | -4 | 2 | 6.3 | -3 | 3.1 | -0.7
CC1(C)Cc2c(sc3[nH]c(=S)n(Cc4ccco4)c(=O)c23)CO1 | -16 | -10 | 0.0 | -1.1 | -3.0 | -7 | -7 | -2.2 | 11 | 0.4 | -0.4
O=c1nccc(N/N=C/c2ccccc2)[nH]1 | -6 | -1 | -1.2 | -0.4 | 2.9 | -3 | 0 | 8.3 | -3 | 4.0 | 0.4
CC(=O)NC1C(=O)N=C(SCC(=O)Nc2cccc(Cl)c2)NC1=O (centres undefined) | 2 | -8 | 0.6 | -2.3 | -1.1 | -2 | 1 | 0.4 | 1 | -0.9 | -0.1
O=C(NC1CCCC1)C(c1ccco1)N1CCN(c2c(Cl)cncc2Cl)CC1 (centres undefined) | 0 | 3 | nt | -0.3 | -1.9 | -3 | 2 | 1.9 | 1 | nt | -1.8
O=C1NC[C@H](CCCCN2C[C@H](Cc3ccccc3)N(CC3CCCCC3)C(=O)C2=O)N(CCc2ccc(O)cc2)C1=O | -15 | -1 | nt | -0.9 | 0.1 | -4 | -1 | -1.1 | -2 | nt | 0.4
CCC(C)NC(=O)c1ccc(Cl)c(S(=O)(=O)Nc2ccccc2N2CCOCC2)c1 (centres undefined) | -10 | -6 | 0.0 | -1.6 | -2.3 | -5 | -3 | -2.8 | 4 | -1.2 | -1.0
CCc1c(C)c(C#N)c2[nH]c3ccccc3n2c1=S | -186 | -241 | -0.8 | -1.4 | 0.2 | -72 | -173 | -0.4 | 1 | -1.9 | -0.9
CN1C(=O)C(O)(CC(=O)c2ccccn2)c2cc(Br)ccc21 (centres undefined) | -18 | 0 | 0.1 | -0.6 | 1.1 | 5 | -2 | -0.2 | 4 | -3.0 | 0.4
O=C(COC(=O)c1ccc(S(=O)(=O)N2CCCCCC2)cc1)Nc1ccccc1C(F)(F)F | -12 | -6 | 0.2 | -1.3 | 0.7 | -3 | 2 | -1.8 | 9 | 0.7 | -1.3
O=[N+]([O-])c1c(NCCO)cc(N2CCCCC2)c2nonc12 | -1 | -9 | 0.4 | -1.6 | -0.7 | -1 | -10 | -2.5 | 6 | 1.4 | -0.6
Cc1cccc(N(C)C(=S)Oc2ccc3ccccc3c2)c1 | 11 | 2 | -0.2 | -0.7 | -1.5 | -1 | 2 | 2.9 | -3 | 2.7 | -1.2
C[C@H]1CCC/C=C/C(=O)c2c(cc(O)c(Cl)c2O)CC(=O)O1 | -2 | -12 | nt | -1.2 | 0.9 | -1 | -5 | -8.7 | -13 | nt | -3.2
CC(=O)c1ccc(C(C)(C)c2ccc(C(C)=O)s2)s1 | 5 | 4 | -1.8 | -1.0 | -1.8 | 1 | 2 | -3.2 | -1 | 2.2 | -1.6
CCC(C)C(NS(=O)(=O)c1ccc(C)cc1)C(=O)Oc1ccc2c3c(c(=O)oc2c1)CCC3 (centres undefined) | -482 | -153 | -0.5 | -1.4 | -1.9 | -173 | -128 | 1.1 | -27 | 0.0 | -0.5
Cc1cc(NS(=O)(=O)c2ccc(NC(=O)Nc3ccc4c(c3)OCO4)cc2)no1 | 4 | 4 | 3.0 | -0.7 | -0.8 | -2 | 1 | 3.2 | -28 | 7.2 | 1.3
NC(=O)CC1C(=O)N(c2ccccc2)C(=S)N1NC(=O)c1ccccc1 (centres undefined) | 0 | 3 | 0.0 | 0.0 | 2.7 | -4 | 1 | 5.6 | -21 | 8.9* | 0.6
CCCCCCCCCCCCCCCC(=O)OC/C=C(C)/C=C/C=C(C)/C=C/C1=C(C)CCCC1(C)C | -15 | 0 | 2.4 | -1.0 | -2.2 | -1 | 0 | 0.5 | -13 | -1.0 | 0.1
CN(C)CC(=O)N[C@@H]1CC[C@@H](CCNS(=O)(=O)c2ccccc2)O[C@@H]1CO | -8 | -2 | nt | -1.4 | -1.6 | -5 | 0 | -1.9 | 14 | nt | 0.3
CC(C)OCCCNC(=O)CN1C(=O)/C(=C/c2ccccc2F)Oc2ccccc21 | -32 | -153 | -1.2 | -0.6 | 0.4 | -14 | -110 | -1.4 | -2 | 0.7 | 0.0
CN1CCN(c2ccccc2NC(=O)c2cccc(OCc3ccccc3)c2)CC1 | -2 | -2 | 0.7 | -2.1 | -1.9 | 6 | 3 | -1.0 | -5 | 1.6 | -0.3
CCCCCn1c(CN2CCN(c3cc(Cl)ccc3C)CC2)nc2c1c(=O)[nH]c(=O)n2C | 0 | 1 | 0.4 | -1.4 | -0.9 | -3 | 0 | -0.2 | -2 | 0.4 | 0.4
C/C(=C\c1ccccc1)C(=O)N1CCN(c2cccc(C(F)(F)F)c2)CC1 | 15 | 0 | -0.3 | -1.8 | 1.3 | 5 | -2 | -2.6 | -2 | 2.0 | 0.5
CCOC(=O)[C@@H](NC(=O)/C=C/[C@H]1O[C@@H](n2cc(C)c(=O)[nH]c2=O)C[C@@H]1O)C(C)C | -2 | 1 | nt | -0.5 | -1.7 | 0 | 1 | -2.3 | 8 | nt | 0.5
O=C(COc1ccc(Br)cc1)NCCNC(=O)c1ccccn1 | -3 | -5 | -0.2 | -1.5 | -0.6 | -1 | 1 | 0.8 | 4 | -1.8 | -1.2
C[C@@]12CCC[C@H](O1)[C@@H]([C@H](O)c1ccccc1)O2 | 4 | 1 | 0.3 | -1.7 | -1.6 | -1 | 2 | 1.4 | 8 | -0.5 | -0.2
CCCN1CCN(C(=O)Cn2cnc3sc(C)c(S(=O)(=O)N4CCC(C)CC4)c3c2=O)CC1 | -2 | -7 | -0.7 | -0.8 | -2.1 | 0 | 0 | -1.7 | 2 | 0.5 | 0.4
CC(C)C(=O)N(c1cc2sc(=O)oc2c2ccccc12)S(=O)(=O)c1cccs1 | 3 | -26 | -0.2 | -1.4 | 2.1 | -2 | -17 | -1.7 | 0 | 4.0 | -1.3
CCCc1cc2c(cc1NC(=O)c1ccco1)OCO2 | 3 | -3 | -0.2 | -1.4 | -0.6 | -3 | 3 | 0.6 | 0 | 1.5 | -0.2
O=C1c2ccc([N+](=O)[O-])cc2S(=O)(=O)N1Cc1ccccc1 | 1 | -4 | 0.6 | -0.8 | -1.4 | 3 | -1 | -0.5 | -7 | -0.4 | 0.3
COc1ccc(S(=O)(=O)N(C)C[C@H]2Oc3ccc(NC(=O)Nc4c(C)noc4C)cc3C(=O)N([C@H](C)CO)C[C@@H]2C)cc1 | 7 | 4 | 0.0 | -1.6 | -0.5 | 2 | 6 | -0.5 | -5 | -1.1 | 0.7
c1ccc(-c2ccc3nnnn3n2)cc1 | -2 | -7 | -0.2 | -1.8 | -0.9 | -6 | 0 | 0.3 | 12 | 2.1 | 1.0
CCCN=CC1=C(O)CC(c2ccccc2)CC1=O (centres undefined) | 1 | 2 | -0.8 | -0.4 | -1.8 | -5 | -2 | 2.5 | 4 | -2.3 | -0.3
COc1ccc(OC)c2sc(NNC(=O)C3COc4ccccc4O3)nc12 (centres undefined) | -15 | -14 | -0.8 | -0.7 | 0.6 | -7 | -5 | -1.8 | 21* | -0.4 | -1.1
CCCOc1ccc(F)cc1-c1cc(C(=O)Nc2cc(OC)ccc2OC)[nH]n1 | -14 | 2 | nt | -1.2 | -0.6 | -4 | 1 | 0.1 | -1 | -0.4 | -1.6
